Assay outcomes (PubChem)
GoLoco inh red – qHTS Assay for Inhibitors of RGS12 GoLoco Motif Activity (Red Fluorophore). hit rate 0.44% among 230,000. Guanine nucleotide-binding protein G(i) subunit alpha-1 (Homo sapiens), P63096. Gai1:RGS12 GoLoco peptide FP, rhodamine, 10 min. Potency, µM (series often up to 61.6 µM), for inactives: top-dose activity, negative = inhibition, usual class: inhibitors; active = well fitted inhibition curve with a large enough effect, not every such curve was filed as active; inactive = no such curve, though single readings can be large or run the other way; also: % is scaled to controls: 0 for no effect and ±100 for the full control effect; nearly all actives have a fitted effect of over 30% in size; many of its hits are not listed in these tables
Target sequence (P63096 whole entry, looked up): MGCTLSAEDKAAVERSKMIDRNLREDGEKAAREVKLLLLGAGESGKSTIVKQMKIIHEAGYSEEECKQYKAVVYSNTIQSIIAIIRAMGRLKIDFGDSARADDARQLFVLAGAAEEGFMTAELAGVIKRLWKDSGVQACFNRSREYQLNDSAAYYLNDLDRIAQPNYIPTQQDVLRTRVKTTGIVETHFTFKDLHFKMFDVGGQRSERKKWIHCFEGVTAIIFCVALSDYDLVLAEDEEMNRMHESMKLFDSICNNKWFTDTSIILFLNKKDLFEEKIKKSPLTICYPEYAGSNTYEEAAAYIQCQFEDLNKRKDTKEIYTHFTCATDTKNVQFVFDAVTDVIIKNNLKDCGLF
aGlu spleen mod – qHTS Assay for Inhibitors and Activators of Human alpha-Glucosidase From Spleen Homogenate. hit rate 0.006% among 240,000. Potency, µM (doses to about 79.9 µM), inactives show at the top dose activity change, negative = inhibition, hits mostly inhibitors. human spleen homogenate, 4-MU-alpha-glucoside fluorescence. Lysosomal alpha-glucosidase (Homo sapiens), P10253. AID 2112, 2009;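 also: 0% = enzyme with vehicle and -100% = no enzyme basal signal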
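Human spleen homogenate (1 ug) incubated with compounds and 1 mM 4-methylumbelliferyl-alpha-D-glucopyranoside in pH 5.0 citrate/phosphate buffer, 37 C, 40 min. Stopped at pH 10; 4-MU fluorescence (Ex 365/Em 440 nm); AC50 by Hill fit.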
HttQ103 aggreg – qHTS Multiplex Assay to Identify Dual Action Probes in a Cell Model of Huntington: Aggregate Formation (GFP) | hit rate 1.1% among 220,000 | PC12 HttQ103-GFP aggregates, Acumen cytometry, 40 h | Potency, µM (titrated, usually from 46.1 µM), for inactives: top-dose activity change, negative = inhibition, hits mostly inhibitors; also: % is scaled to controls: 0 for no effect and ±100 for the full control effect; nearly all actives have a fitted effect of over 60% in size
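Inducible Q103 Huntingtin exon 1–GFP PC12 line, 1500 cells/well in phenol red free DMEM with 5% equine and 5% calf serum. Tebufenozide 100 nM induced expression; compounds titrated; aggregates quantified by cytometry.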
GAA glycogen mod – qHTS Assay for Inhibitors and Activators of Human alpha-Glucosidase Cleavage of Glycogen | Potency, µM (titrated, usually from 76.4 µM), for inactives: at the highest dose activity change, negative = inhibition, usual class: inhibitors | hit rate 0.38% among 300,000 | recombinant GAA, glycogen substrate, Amplex Red glucose oxidase fluorescence;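 also: 0% = full enzyme reaction and -100% = no-enzyme basal signal; the screen sought inhibitors and activators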
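qHTS, 1536-well; enzyme 4 nM final; cpd up to 77 uM; substrate bovine liver glycogen 30 ug; 50 mM citrate/phosphate pH 5.0, 0.01% Tween-20; 37 C, 40 min; Amplex Red detection 45 min RT; Hill fit → AC50.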
IMPase Li cell – qHTS Assay for Identifying the Cell-Membrane Permeable IMPase Inhibitors: Potentiation with Lithium. CHO-M1 cells, IP1 TR-FRET (IP-One), carbachol + lithium. Potency, µM (doses to about 59.4 µM), without a hit: top-dose activity, negative = IMPase inhibition, actives largely listed as inhibitors. hit rate 0.35% among 210,000;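 also: IP1 builds up when IMPase is blocked and the TR-FRET signal falls; plate controls were basal vehicle for no effect and high inhibitor control for full effect; nearly all actives have a fitted effect of over 50% in size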
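Test compounds were applied to CHO-M1 cells previously cultured for 16–30 h at 2000 per well. A small lithium amount accompanied them; after 30 min at 37C, IP1 was quantified by TR-FRET.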
GAA inh – qHTS Assay for Inhibitors of Human alpha-Glucosidase as a Potential Chaperone Treatment of Pompe Disease. hit rate 0.005% among 200,000. purified human GAA, 4-MU-alpha-glucoside fluorescence. Potency, µM (series often up to 76.9 µM), for the others: top-dose activity change, negative = inhibition, actives largely listed as inhibitors. AID 1466, 2008;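 also: plate controls were uninhibited enzyme wells for no effect and no-enzyme background for full effect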
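Human alpha-glucosidase, 4 nM, pre-mixed with test compounds before 400 uM 4-methylumbelliferyl substrate; 20 min room temperature at pH 5.0. Fluorescence read after pH 10 stop; AC50 values from Hill-equation fits.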
HTT ATP protect – qHTS Multiplex Assay to Identify Dual Action Probes in a Cell Model of Huntington: Cytoprotection (ATP); PC12 HTT-Q103 induced, cytoprotection, ATP luminescence, 40 h; Potency, µM (series often up to 56.4 µM), for the others: cytoprotection (ATP increase), most hits filed as activators; hit rate 0.14% among 230,000;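 also: % of control where 0% means no effect; nearly all actives have a fitted effect of over 45% in size; toxic huntingtin expression switched on by the ecdysone agonist tebufenozide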
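PC12 cells stably carrying ecdysone-inducible Htt exon 1 (Q103)–GFP were induced with 100 nM tebufenozide (final) alongside library compounds in a dose series. Cytoprotection was scored as retained ATP by ATPlite luminescence.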
Starred values were filed as active, the others as inactive; ? = inconclusive; / = no result given; & = joins results of further samples; ! = a repeat was not active; [ ] = another dose, or the depositor's remark. Unless noted, calls follow the shape of the dose curve; as a rule, active = well fitted curve in the direction sought with a large enough effect; inconclusive = small, poorly fitted or top-dose-only effect, or another doubt; inactive = no such curve, though single readings can be large; an effect the other way counts as inactive or inconclusive. Potency is read from the fitted curve at half-maximal effect. The list is partial; rates above refer to the full screens.

#	molecule	aGlu spleen mod	HTT ATP protect	GoLoco inh red	GAA glycogen mod
1	Cc1ccc(OCCN2C(=O)OC(C)(C)C2(C)O)cc1 (configuration not stated)	-5%	-28%	/	2%
2	Cn1cccc1/C=C(\C#N)c1ccccc1	-4%	-1%	-6%	-6%
3	CCOc1cc(/C=N/NC(=O)C(=O)NC)cc(Br)c1O	1%	-16%[10 µM]	-10%	3%
4	COc1cc(OC)c(OC)cc1CN1CCCC(C(=O)N2CCCCC2)C1 (configuration not stated)	?	-6%[0.074 µM]	-6%	6%
5	CC1(OC(=O)C2CCCC2)C(=O)C=C2C=C3CCCN3C=C2C1=O (configuration not stated)	6%[17.4 µM]	15%[10 µM]	9%[14.2 µM]	/
6	Cc1cc(Br)c(NC(=O)CN(C)CCOc2ccccc2)c(Br)c1	-3%	-163%[inhibitor]	35%[activator]	3%
7	O=C(NC1CCN(Cc2ccccc2)CC1)c1ccc(Cn2c(=S)[nH]c3ccc(N4CCOCC4)cc3c2=O)cc1	-2%	-29%	15%	-10%
8	CCCOc1ccccc1NC(=O)c1ccc(N)cc1	-1%	-17%	5%	4%
9	CC1=NNC(=O)C1CC(=O)N/N=C(\C)c1ccco1 (configuration not stated)	-2%	-28%	23%	?
10	COc1cc(OC)c(OC)cc1/C=C1\CCC(C2CCCC2)C1=O (configuration not stated)	-9%	-30%[inhibitor]	8%	-3%
11	NC(=O)NC1NC(=O)NC1=O (configuration not stated)	1%&7%	2%	18µM*!	-1%
12	COc1ccc(CN2CC(C(=O)NCCCOC(C)C)CC2=O)cc1 (configuration not stated)	-6%	0%[0.074 µM]	0%	10%
13	O=C(c1ccccc1S(=O)(=O)NCc1ccccc1)N1CCCC1	13%	-3%	-18%	2%
14	C=CCc1ccccc1OCC(O)CN1CCN(Cc2ccc3c(c2)OCO3)CC1 (configuration not stated)	-10%&-3%	-1%[10 µM]	3%&-5%	-4%&0%
15	Nc1nnc(COc2ccccc2)s1	-8%	-1%[10 µM]	-10%	-5%

#	IMPase Li cell	GAA inh	HttQ103 aggreg
1	/	-3%	8%
2	-4%	-6%	-17%
3	36%[activator]	0%	-2%
4	11%[38.3 µM]	2%	1%
5	-6%	/	/
6	29%	-1%	12%
7	-12%	1%	17%
8	18%[38.3 µM]	?	0%
9	1%	1%	10%
10	3%	-4%	0%
11	0%	/	-13%[9.22 µM]
12	-2%[38.3 µM]	-4%	12%
13	8%[38.3 µM]	-4%	-1%
14	15%[38.3 µM]	-9%&-10%	-22%&1%
15	-7%	5%	-3%

Arranged by length of the SMILES (largest number first): part of the list above
#	molecule	aGlu spleen mod	HTT ATP protect	GoLoco inh red	GAA glycogen mod
14	C=CCc1ccccc1OCC(O)CN1CCN(Cc2ccc3c(c2)OCO3)CC1 (configuration not stated)	-10%&-3%	-1%[10 µM]	3%&-5%	-4%&0%
5	CC1(OC(=O)C2CCCC2)C(=O)C=C2C=C3CCCN3C=C2C1=O (configuration not stated)	6%[17.4 µM]	15%[10 µM]	9%[14.2 µM]	/
4	COc1cc(OC)c(OC)cc1CN1CCCC(C(=O)N2CCCCC2)C1 (configuration not stated)	?	-6%[0.074 µM]	-6%	6%
6	Cc1cc(Br)c(NC(=O)CN(C)CCOc2ccccc2)c(Br)c1	-3%	-163%[inhibitor]	35%[activator]	3%
10	COc1cc(OC)c(OC)cc1/C=C1\CCC(C2CCCC2)C1=O (configuration not stated)	-9%	-30%[inhibitor]	8%	-3%
12	COc1ccc(CN2CC(C(=O)NCCCOC(C)C)CC2=O)cc1 (configuration not stated)	-6%	0%[0.074 µM]	0%	10%
9	CC1=NNC(=O)C1CC(=O)N/N=C(\C)c1ccco1 (configuration not stated)	-2%	-28%	23%	?
8	CCCOc1ccccc1NC(=O)c1ccc(N)cc1	-1%	-17%	5%	4%
2	Cn1cccc1/C=C(\C#N)c1ccccc1	-4%	-1%	-6%	-6%
15	Nc1nnc(COc2ccccc2)s1	-8%	-1%[10 µM]	-10%	-5%

#	IMPase Li cell	GAA inh	HttQ103 aggreg
14	15%[38.3 µM]	-9%&-10%	-22%&1%
5	-6%	/	/
4	11%[38.3 µM]	2%	1%
6	29%	-1%	12%
10	3%	-4%	0%
12	-2%[38.3 µM]	-4%	12%
9	1%	1%	10%
8	18%[38.3 µM]	?	0%
2	-4%	-6%	-17%
15	-7%	5%	-3%

Other structures follow:
#	molecule	aGlu spleen mod	HTT ATP protect	GoLoco inh red	GAA glycogen mod
16	COc1ccc(OC)c(NC(=O)c2sc3nc(Cc4ccccc4)cc(C(F)(F)F)c3c2N)c1	0%	-10%	-16%	13%
17	Cc1ccc(CN2C(=O)CCC2C(=O)NC2CCCC2)cc1 (configuration not stated)	0%	19%[10 µM]	2%	5%
18	CCN1CCN(S(=O)(=O)c2cccc(S(=O)(=O)N3CCOCC3)c2)CC1	4%	5%[10 µM]	10%	-8%
19	Cc1ccc(-n2c(CNc3ccc(F)cc3)nnc2SCC(=O)O)cc1	-2%	2%[10 µM]	15%	-4%
20	NC(=S)Nc1cccc2[nH]ncc12	/	-33%	12%	-5%
21	CCOc1ccc(C(=O)N[C@H](C(=O)Nc2ccc(OC)c(S(=O)(=O)N3CCOCC3)c2)C(C)C)cc1	-9%	-54%[inhibitor]	2%	9%
22	COc1ccc(CCNC(=O)CNCC2CCCO2)cc1OC (configuration not stated)	2%	-4%	-21%	3%
23	Cc1ccc2nc(Cl)c(/C=N/NC(=O)[C@H]3C[C@@H]3c3ccccc3)cc2c1	-3%	58%[0.074 µM]	8%	-2%
24	Cc1nn(-c2ccccc2)c(-c2ccccc2[N+](=O)[O-])c1C(=O)O	-3%	10%[10 µM]	3%	-2%
25	COCC(=O)N1CCC2(CC1)CCN(c1ccncc1)CC2	-13%	?	10%	/
26	Cc1cc(=O)oc2cc(OC(=O)CCCCCN3C(=O)c4ccccc4C3=O)ccc12	-4%	/	4%	7%
27	CC(=O)N(NC(=O)c1ccccc1Cl)C1CC(=O)N(c2ccc(C)cc2)C1=O (configuration not stated)	-17%	-7%	6%	2%
28	CCCn1nnc(NC(=S)NC(=O)C(C)(C)C)n1	-1%	20%[10 µM]	-10%	-1%
29	O=C(Nc1ccc2c(c1)OCCO2)c1ccccc1F	6%	-100%[inhibitor]	0%	-10%
30	Cc1ccc(-c2nnc(N3CCN(C(=O)CN4CCOCC4)CC3)c3ccccc23)cc1	-1%	8%[10 µM]	6%	2%

#	IMPase Li cell	GAA inh	HttQ103 aggreg
16	-76%[38.3 µM]	-5%	11%
17	4%[38.3 µM]	-5%	1%
18	-1%	-4%	12%[9.22 µM]
19	3%	?	23%[9.22 µM]
20	16%	-6%	3%
21	16%	0%	-26%
22	-1%[38.3 µM]	-1%	9%
23	12%	-1%	1%
24	/	10%	23%[9.22 µM]
25	22%	/	/
26	-30%	-4%	23%
27	-13%[38.3 µM]	5%	4%
28	-1%	-2%	7%
29	-4%[38.3 µM]	-4%	3%
30	24%[38.3 µM]	5%	0%

New compounds follow
#	molecule	aGlu spleen mod	HTT ATP protect	GoLoco inh red	GAA glycogen mod
31	CCOC(=O)N1CCC(N2CCN(S(=O)(=O)c3ccc(Cl)cc3)CC2)CC1	-1%	30%	-12%	-4%
32	Fc1ccc(NC(=S)Nc2cccnc2)c(Cl)c1	3%	-8%[10 µM]	-1%	11%
33	O=c1/c(=C\c2cccn2-c2ccccc2)sc2nc3ccccc3n12	-2%	6%	/	-5%
34	COC(=O)C1=C(C(=O)OC)[C@@H]2N(C)c3ccc(OC)cc3[C@@]23C[C@@H](C(=O)OC)N(C(=O)c2ccco2)C3=N1	11%[17.4 µM]	1%[10 µM]	0%[14.2 µM]	/
35	Cc1c(CN(C)CCc2ccccc2)c(=O)n(-c2ccccc2)n1C	-3%	10%[10 µM]	-10%	-2%
36	CC(C)(C)OC(=O)N1CCC(c2cc(-c3cccs3)n[nH]2)CC1	-8%	-31%[inhibitor]	4%	10%
37	CC(C)c1cc(CN2CCN(CCC#N)CC2)cc(C(C)C)c1O	-4%	-8%	-1%	-16%
38	CCOC(=O)CNC(=O)CCNS(=O)(=O)c1ccc2c(c1)c(=O)n(C)c(=O)n2C	-3%	7%	5%	6%
39	O=C(O)c1nccnc1C(=O)NCc1csc2ccc(Cl)cc12	13%	9%[10 µM]	-2%	5%
40	C=CCOc1ccc(C2=NO[C@@H]3[C@@H]4C[C@@H]([C@H]5C(=O)N(C)C(=O)[C@@H]45)[C@H]23)cc1	-11%	24%[10 µM]	9%	5%
41	COC(=O)c1c(OC)cc2c(c1C)Oc1c(Cl)c(O)c(Cl)c(C)c1C(=O)O2	10%	?	-1%	/
42	COc1ccccc1NC(=O)Cc1noc(CSc2nnc(C(F)(F)F)n2C)n1	2%	-23%	19%	11%
43	Cc1nonc1C1CCCN1C(=O)c1cc(COc2ccc(F)cc2F)on1 (configuration not stated)	6%	1%[10 µM]	-4%	-8%
44	O=C(/C=C/c1ccco1)Nc1ccccc1C(=O)Nc1cccc(C(=O)O)c1	-2%	-18%[10 µM]	-4%	0%

#	IMPase Li cell	GAA inh	HttQ103 aggreg
31	26%[38.3 µM]	-1%	-20%
32	6%	-15%	15%
33	/	-7%	4%
34	10%	/	/
35	6%[38.3 µM]	-7%	-4%
36	8%	?	-17%
37	-5%[38.3 µM]	7%	-5%
38	-9%[38.3 µM]	-8%	0%[9.22 µM]
39	/	/	-23%[9.22 µM]
40	/	/	-15%[9.22 µM]
41	22%	/	/
42	-4%	-2%	-3%
43	8%	0%	12%[9.22 µM]
44	/	/	-1%[9.22 µM]
